# CaV13 FRET inh – Disruptors of the CACNA1D IQ motif to Ca2+-dependent inactivation inhibitor domain association, primary screening, Förster resonance energy transfer in intact living …; HEK cells, CFP/YFP FRET ICDI-IQ, plate reader, 10 min; percent FRET-ratio fall versus neutral wells; inhibition, % at 12.3 µM; actives 0.098% (n = 340,000); AID 743397;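 active = mean replicate inhibition of at least 30% and at least 1% of replicates passing that level; inconclusive = only one of the two criteria is met; inactive = neither criterion is met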;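 note: 0% = median of the neutral control wells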
# MC4R antag cAMP – blocks human MC4R cAMP signaling; MC4R-expressing cells, MTII-stimulated cAMP, LANCE TR-FRET; inhibition, % at 6.5 µM; actives 0.48% (n = 360,000); P32245;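 active = inhibition above its plate's cutoff, the mean of tested wells on that plate plus 3 SD, cut at about 29% in these data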;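 note: 0% = Melanotan II alone and 100% = Melanotan II plus saturating MCL0020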
#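 Material: U2OS-MC4R stable cell line | Reagent: Melanotan II challenge after compound preincubation | Doses: One concentration, 6.5 µM nominal | Incubation: 30-min compound preincubation, 1-h Melanotan II challenge, 1-h detection, room temperature | Signal: TR-FRET cAMP assay | Replicates: One well per compound, no replicates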
# N-glyco inh – N-linked glycosylation inhibition. D54 ERlucT glycosylation luciferase reporter, 24 h; percent of 100 nM tunicamycin response. reporter increase, % at 12.5 µM. actives 0.23% (n = 360,000). AID 588692;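 active = mean luciferase reporter signal, scaled so untreated is 0 and the glycosylation-blocking control 100, at or above a set limit in every replicate; inconclusive = mean reaches the limit but not every replicate does; inactive = mean below the limit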;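 note: luciferase carries N-glycosylation sites so blocking glycosylation raises the light; 0% = median of neutral control wells and 100% = median of 100 nM tunicamycin wells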
# ABHD5-PLIN5 inh – blocks binding of human ABHD5 to perilipin-5. Split G. princeps luciferase complementation, luminescence, 4 h. actives 0.78% (n = 360,000). Q00G26+Q8WTS1. AID 602281. inhibition, % at 4 µM;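 active = inhibition above the mean inhibition across every tested compound plus 3 SD, cut at about 22% in these data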;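 note: 0% = DMSO only wells and the 100% control is not disclosed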
# HTR2A ag – agonists of mouse serotonin 5-HT2A receptor (HTR2A); P35363; CHO-K1 mHTR2A beta-arrestin complementation, luminescence; percent of 30 µM serotonin response; activation, % at 7.6 µM; actives 0.66% (n = 360,000); AID 624169;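 active = activation above a run cutoff, the mean activation of all tested compounds plus 3 SD, cut at about 14% in these data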;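 note: 0% = plate median of compound wells and 100% = 30 µM serotonin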
# Target sequence (P35363 whole entry, looked up): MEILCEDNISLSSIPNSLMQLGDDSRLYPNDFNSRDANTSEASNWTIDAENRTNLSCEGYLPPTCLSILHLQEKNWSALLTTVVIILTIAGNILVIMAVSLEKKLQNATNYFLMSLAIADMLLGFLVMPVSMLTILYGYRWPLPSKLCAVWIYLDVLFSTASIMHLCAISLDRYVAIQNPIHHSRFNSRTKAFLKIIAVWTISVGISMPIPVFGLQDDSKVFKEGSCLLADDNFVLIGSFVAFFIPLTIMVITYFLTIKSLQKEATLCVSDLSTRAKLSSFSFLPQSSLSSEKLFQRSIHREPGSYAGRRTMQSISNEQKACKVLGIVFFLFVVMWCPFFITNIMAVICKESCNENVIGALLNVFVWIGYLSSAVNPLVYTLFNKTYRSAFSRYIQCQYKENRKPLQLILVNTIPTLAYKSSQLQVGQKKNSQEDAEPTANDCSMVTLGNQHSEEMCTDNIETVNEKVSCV
# MC4R ag barr – human MC4R agonism via beta-arrestin | P32245 | U2OS MC4R beta-arrestin complementation, luminescence; percent of melanotan II response, DMSO zero | activation, % at 8.9 µM | actives 0.98% (n = 360,000);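 active = activation above a per-plate cutoff, the mean activation of sample wells on that plate plus 3 SD, cut at about 8% in these data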
# Cardio protect – myocardial damage modulation in H9c2 cells; H9c2 cardiomyocytes, H2O2 injury protection, ATPLite, 2 h; protection from H2O2 cell death, % at 20 µM; actives 0.63% (n = 360,000); AID 588492;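 active = compounds giving at least 50% protection of heart cells from peroxide-induced death in the single-dose screen, raw or plate-pattern-corrected value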;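 note: 0% = DMSO wells with peroxide and 100% = DMSO wells without peroxide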
# PDI inh – PDI (human) enzyme inhibition; actives 0.052% (n = 350,000); inhibition, % at 10 µM; PDI insulin aggregation turbidity, A650, 90 min; P07237;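 active = mean inhibition across replicates of 30% or more, whatever share of single replicates reach that level; inconclusive = mean inhibition below 30% while every single replicate reaches 30%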;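 note: absorbance from insulin aggregation driven by PDI reduction with DTT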
# Target sequence (P07237 whole entry, looked up): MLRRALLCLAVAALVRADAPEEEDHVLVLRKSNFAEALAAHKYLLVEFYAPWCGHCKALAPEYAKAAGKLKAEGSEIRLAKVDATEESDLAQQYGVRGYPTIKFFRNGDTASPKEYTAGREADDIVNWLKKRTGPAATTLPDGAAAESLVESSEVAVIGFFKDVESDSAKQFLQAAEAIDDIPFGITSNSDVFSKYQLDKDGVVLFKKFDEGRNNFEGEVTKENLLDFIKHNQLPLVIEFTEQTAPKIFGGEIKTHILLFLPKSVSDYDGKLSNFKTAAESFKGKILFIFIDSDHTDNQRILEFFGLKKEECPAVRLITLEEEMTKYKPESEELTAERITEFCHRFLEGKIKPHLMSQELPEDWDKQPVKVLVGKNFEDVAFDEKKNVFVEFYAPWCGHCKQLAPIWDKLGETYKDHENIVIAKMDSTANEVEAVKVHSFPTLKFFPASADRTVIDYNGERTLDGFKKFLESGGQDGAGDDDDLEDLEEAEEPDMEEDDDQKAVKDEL
# Exocytosis inh – lytic granule exocytosis inhibition | TALL-104 LAMP-1 surface exposure, flow cytometry; cells stimulated with thapsigargin and PMA | inhibition, % at 10 µM | actives 0.66% (n = 360,000) | AID 651702;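 active = inhibition above about 55%, limit read from the data; inconclusive = no clear call, values can overlap the other calls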
# ABCB6 inh 2 – blocks the human ABCB6 transporter | actives 0.19% (n = 360,000) | fluorescence ratio to DMSO, % at 10 µM | AID 602162 | Q9NP58 | K562-ABCB6 porphyrin accumulation, flow cytometry, 1 h; active compounds read low;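 active = fluorescence ratio to DMSO below 75%, the collection mean minus 3 SD; inconclusive = too few cells collected in the well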;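 note: signal is porphyrin accumulated inside mitochondria; 100% equals median channel fluorescence of DMSO control wells; lower ratio means ABCB6 inhibition with less porphyrin fluorescence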
# Numbers without * were called inactive; ? = inconclusive; · = no result given. The order is random (roughly 4.2% active in at least one column).
SMILES,CaV13 FRET inh,MC4R antag cAMP,N-glyco inh,ABHD5-PLIN5 inh,HTR2A ag,MC4R ag barr,Cardio protect,PDI inh,Exocytosis inh,ABCB6 inh 2
COc1ccc(CCNC(=O)[C@H](C)N2C(=O)N3CCc4c([nH]c5ccccc45)[C@@]3(C)C2=O)cc1,·,-2,-4,0,2,-1.1,-11,·,6,96
O=C(Oc1cccc(/C=N/NC(=O)c2ccccn2)c1)c1ccc([N+](=O)[O-])cc1,·,11,-11,-1,5,0.1,-15,-5,2,104
COc1cc(C(=O)NCC2CCCO2)ccc1OCc1ccc(Cl)cc1Cl (stereo unspecified),-6,12,-3,0,-9,-3.1,0,-13,2,105
O=C(O)CN(c1ccccc1)S(=O)(=O)c1cc(C(F)(F)F)cc(C(F)(F)F)c1,-7,11,3,-10,2,-1.8,5,-21,-4,99
Cn1ncc(Cl)c1C(=O)NCc1ccc(Cl)cc1,-5,-2,-2,7,4,0.9,-16,-4,0,99
Cc1ccc(CNCCCn2cnc3c(OCc4ccccc4)ncnc32)o1,-6,0,0,-4,-4,0.7,9,-3,4,101
Cc1ccc(S(=O)(=O)/C=C/c2ccccc2)cc1,-4,5,-4,3,-3,-1.2,-7,3,1,96
Cc1c(OCC(=O)NCCCN2CCCC2=O)ccc2c3c(c(=O)oc12)CCC3,-7,2,-1,-4,0,-3.2,6,-2,-3,100
CCn1c(SCC(=O)NCc2ccc3c(c2)OCO3)nnc1-c1c[nH]c2ccccc12,·,7,0,4,-2,0.5,9,-3,1,106
OC(c1cccc(Cl)c1)c1nccc2ccccc12 (stereo unspecified),-11,-2,-1,-6,-1,-1.2,-3,-72,5,98
COc1ccccc1NS(=O)(=O)c1ccc2c(c1)OCCO2,-3,13,0,10,-12,1.8,-6,0,14,103
CCOC(=O)c1c(S(=O)(=O)Nc2ccc(C)c(F)c2)c(C)n(C)c1C,-2,16,1,-5,-7,0.6,-2,3,5,99
Cc1ccc(SCC(=O)NC(=O)NC2CCCC2)c(C)c1,-5,2,3,4,7,6.7,-6,1,-3,100
CCCCc1cc(=O)oc2cc(OS(C)(=O)=O)ccc12,-5,15,0,2,2,2.2,23,1,-1,94
FC(F)c1nc2ccccc2[nH]1,-5,9,1,-3,2,-3.0,-3,-11,0,102
Cc1csc2ncnc(NNC(=O)c3ccc(Cl)cc3)c12,7,9,0,8,1,-1.1,-12,6,4,95
C=CCn1c(SC)nnc1-c1ccc2ncccc2c1,-5,4,0,4,-1,-0.1,0,4,-18,100
Cc1cccc(C)c1NC(=O)C(C)Sc1nnc(C)n1CC1CCCO1 (stereo unspecified),-6,-3,3,0,2,0.6,-5,-4,-2,98
COc1cccc(-c2nc(-c3ccc(Br)o3)no2)c1,8,9,-11,-8,-4,-1.2,-12,-7,-1,94
CC(C)c1ccc(-c2c(C#N)c(N)nc(SCC(=O)N3CCCCC3)c2C#N)cc1,·,1,-3,-2,3,-1.0,-6,-9,0,98
CCn1cc(CN2CCCC(CO)(Cc3ccc(F)cc3)C2)c2ccccc21 (stereo unspecified),-6,1,-2,11,-7,0.4,3,-1,47,100
COc1ccc(/C=N/n2c(=O)[nH]c3c([nH]c4ccc(Cl)cc43)c2=O)cc1CN1CCCCC1,-2,2,3,14,2,-0.4,5,4,-4,96
Cc1ccc(NC(=O)CSCC(=O)O)c(C)c1,-4,2,1,-6,-4,1.0,-1,3,3,90
COc1cc(C(C[N+](=O)[O-])c2c(N)n(C)c(=O)n(C)c2=O)ccc1O (stereo unspecified),-4,-11,?,45*,-9,-3.6,9,13,0,96
O=C(c1nn2c(C(F)(F)F)cc(-c3ccco3)nc2c1Br)N1CCCc2ccccc21,-4,-7,-5,7,-2,-0.9,-13,-14,0,94
# Going on with the list.
SMILES,CaV13 FRET inh,MC4R antag cAMP,N-glyco inh,ABHD5-PLIN5 inh,HTR2A ag,MC4R ag barr,Cardio protect,PDI inh,Exocytosis inh,ABCB6 inh 2
CCNC(=O)c1cc2c(=O)n3cccc(C)c3nc2n(CCc2ccccc2)c1=N,·,11,46*,-2,-3,-2.5,29,-29,-2,108
O=C(COC(=O)c1ccco1)Nc1ccc(N2CCOCC2)cc1,-6,0,0,2,17*,4.4,-1,2,1,98
N#Cc1ccc(S(=O)(=O)N2CCCN(c3ccc(C(F)(F)F)cn3)CC2)cc1,-3,0,-1,-5,3,0.3,-5,-1,-4,94
COc1ccc(Br)cc1CNc1ccc(N2CCOCC2)cc1,-20,-1,3,-4,5,-0.5,-3,-36,-21,95
Cc1cc(C)c(NC(=O)CSc2nc3ccc(N4C(=O)c5ccccc5C4=O)cc3s2)c(C)c1,4,5,-2,-3,-2,-1.4,-7,-3,-4,97
Cc1ccc(S(=O)(=O)N2CCN(C(=O)Cc3ccccc3)CC2)cc1,-6,15,-1,-6,3,1.8,6,-3,0,93
Cc1nc(N)sc1-c1ccccc1,-6,-1,-1,-4,3,-1.3,-7,0,7,100
COc1ccccc1/C=C/C(=O)OCCN1C(=O)c2ccccc2C1=O,-18,14,1,0,-3,1.3,5,-2,-3,96
O=C1CN(C(=O)c2ccc(Cl)c([N+](=O)[O-])c2)c2ccccc2N1,-2,9,-1,5,5,-0.4,2,-2,5,99
Cc1cccc(C(C(=O)NC2CCCC2)N(C(=O)c2csnn2)C2CCCC2)c1 (stereo unspecified),-3,1,-2,2,-2,-0.1,8,14,4,97
Cc1ccc(NC(=O)C2=C(C(=O)O)CCCC2)cc1F,-6,15,0,0,1,0.8,3,-3,-7,98
CC(C)CC1NC(=O)c2cccnc2-n2c1nc1cc(F)c(F)cc1c2=O (stereo unspecified),-5,22,1,5,-1,-0.4,-10,4,-3,99
CC(c1ccccc1)n1c(-c2ccc(Cl)cc2)n[nH]c1=S (stereo unspecified),-21,16,1,-6,7,2.4,-6,1,1,102
COCCNc1oc(-c2ccccc2Cl)nc1S(=O)(=O)c1ccc(C)cc1,-5,-1,-1,6,-8,-1.1,2,4,36,92
Cc1ccc(S(=O)(=O)N(C)c2ccc(OCC(=O)NCC3(N(C)C)CCCCC3)cc2)cc1,-5,4,-1,9,-16,-4.4,2,3,-3,97
COc1ccc(-c2oc(=O)c3cc(OC)c(OC)cc3c2C#CCCCO)cc1,-3,18,-5,-6,5,0.2,39,-2,0,94
O=C(C[C@@H]1C/C=C\C[C@H](Cc2ccc(F)cc2)C(=O)OCCNC1=O)N[C@H](CO)Cc1ccccc1,-4,7,0,-3,10,0.2,-5,10,-3,93
CC(C)Cc1ccc(C(C)NC(=O)Cc2ccc(S(=O)(=O)N3CCOCC3)s2)cc1 (stereo unspecified),-1,1,1,4,3,-4.3,-9,-2,10,99
Cc1cc(NC(=O)c2ccccc2O)nc(C)n1,-4,6,2,-1,3,-2.0,4,22,-1,87
CN1CCN(c2ccc(NC(=O)c3ccc4c(c3)[nH]c(=O)n4Cc3ccc(F)cc3)cc2)CC1,-2,6,-3,1,-8,2.0,-8,1,-3,96
O=C(O)C/C(=C\c1ccc(Cl)cc1)c1nc2ccccc2o1,4,2,0,-2,-2,-0.8,-5,-1,2,98
COc1ccc(S(=O)(=O)Cc2ccc(C(=O)N3CCN(Cc4ccccc4)CC3)o2)cc1,58*,12,0,-6,0,1.1,4,-4,4,103
CN(C)c1ccc(CNC(=O)C2CCN(S(=O)(=O)c3ccc4c(c3)CCC(=O)N4)CC2)cc1,·,0,5,-4,5,0.3,-1,-5,-3,107
CCC(C)NS(=O)(=O)c1ccc(S(=O)(=O)N(CCc2ccc(OC)c(OC)c2)Cc2cccs2)cc1 (stereo unspecified),-5,32*,-8,1,-9,-1.1,-19,-8,10,87
CS(=O)(=O)N1CCN(c2ccc([N+](=O)[O-])c(NCCN3CCOCC3)c2)CC1,-6,-5,-3,7,4,-2.3,0,12,1,99
# More results follow.
SMILES,CaV13 FRET inh,MC4R antag cAMP,N-glyco inh,ABHD5-PLIN5 inh,HTR2A ag,MC4R ag barr,Cardio protect,PDI inh,Exocytosis inh,ABCB6 inh 2
O=C(c1ccc(Cn2cc(Br)cn2)o1)n1cccn1,-9,1,3,10,3,0.8,6,1,-1,101
Cc1nnc(NC(=O)CCn2c(=O)oc3ccccc32)s1,-3,7,3,6,-4,-2.7,3,-5,-4,106
CCCCCCCc1n[nH]c(=S)n1Cc1ccccc1,-4,0,-4,-14,9,1.3,-6,-8,-8,97
Cc1c(S(=O)(=O)N2CCN(C(c3ccccc3)c3ccccc3)CC2)c(=O)n(C)c(=O)n1C,-4,14,-1,1,0,-0.5,5,·,9,99
CCN(CC(=O)Nc1ccc(OC)cc1)C(=O)c1ccc(NS(=O)(=O)c2ccc(C(C)=O)cc2)cc1,-6,-1,0,10,6,-0.1,-1,-4,-2,97
CC(C)c1cc(C(N)=O)c(NC(=O)c2cccc(COc3ccc(Cl)cc3)c2)s1,·,-1,-3,-3,-6,1.5,1,-2,2,102
CC(C)(C)[C@H]1COC(=O)[C@@H](Cc2ccc(F)cc2)C/C=C\C[C@@H](CC(=O)N[C@@H](CO)Cc2ccccc2)C(=O)N1,-4,10,4,3,6,-1.1,27,-2,-2,97
CCn1c(Cc2c(C)[nH]c3ccccc23)n[nH]c1=S,-4,-4,2,1,8,-1.4,-2,0,-2,89
CCN(CC)S(=O)(=O)c1ccc(NS(=O)(=O)c2ccc(F)cc2)cc1,·,15,0,-1,-4,-1.7,-5,-8,3,92
CCn1c(SCC(=O)NC2=NCCS2)nnc1C(C)NC(=O)c1ccccc1F (stereo unspecified),-3,9,4,2,4,-0.9,-6,-1,-7,86
Nc1cccc(C(=O)Nc2cccc3ncccc23)c1,6,-2,-1,4,6,-0.4,0,4,-2,101
O=C(/C=C/c1ccc(Cl)cc1Cl)Nc1cccc(S(=O)(=O)NC2=NCCC2)c1,8,9,-4,-1,-7,-5.6,-21,0,13,93
COc1ccc(C(=O)N/C(=C/c2cccnc2)C(=O)Nc2cccc(C(C)=O)c2)cc1OC,-3,10,1,4,-3,-0.2,-2,1,-8,93
O=C(O)c1ccc(S(=O)(=O)N2CCCc3ccccc32)cc1,-19,4,0,0,5,-2.2,-1,-1,0,97
O=C(NCCCN1CCCC1=O)C1CCCO1 (stereo unspecified),-2,-7,0,13,3,0.1,10,0,-4,105
O=c1cc2c(nn1Cc1cccc(Cl)c1)-c1ccccc1CC2,-3,0,-6,3,-7,0.6,2,9,-1,94
Cc1nn(-c2ccccc2)c2sc(C(=O)N(CC(=O)NC3CCCC3)Cc3ccco3)cc12,-3,8,1,2,-5,-0.9,36,7,2,92
CCn1cc(CN2CCCC(CNS(=O)(=O)Cc3ccccc3)C2)cn1 (stereo unspecified),-3,6,3,0,1,-3.1,15,11,-3,101

# Just Exocytosis inh, for 2 of the compounds above:
Molecule | Exocytosis inh
CCN(CC(=O)Nc1ccc(OC)cc1)C(=O)c1ccc(NS(=O)(=O)c2ccc(C(C)=O)cc2)cc1 | -2
CC(C)c1cc(C(N)=O)c(NC(=O)c2cccc(COc3ccc(Cl)cc3)c2)s1 | 2

# Source: PubChem BioAssay
